TWEAK-Fn14 inh = inhibitors of TWEAK-Fn14 interaction signaling. TWEAK-stimulated Fn14 reporter cells, luciferase luminescence, 8 h. inhibition, % at 10 µM. 2% of 360,000 active. AID 1159606; in the data active = inhibition above about 50%
SRC3 inh = human NCOA3 inhibition; HEK293 GAL4-SRC3 luciferase reporter, luminescence; inhibition, % at 3.6 µM; 0.17% of 360,000 active; AID 588352; Q9Y6Q9;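 active = inhibition above a per-campaign cutoff, the mean of all compounds plus 3 SD, cut at about 60% in these data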;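 note: 0% = DMSO-treated cells and 100% = gossypol-treated cells at 36 µM; higher means less SRC3-driven luciferase light from the GAL4 reporter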
LRH-1 inv ag = NR5A2 inverse agonism in reporter assay. HEK293T StAR-luciferase reporter, LRH-1 transfected, 24 h. 0.13% of 360,000 active. inhibition, % at 3.6 µM. O00482;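 active = inhibition above the mean inhibition of all tested compounds plus 3 SD, cut at about 73% in these data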;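 note: 0% = DMSO wells and 100% = reporter-only cells lacking LRH-1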
NCOA1 inh = inhibits human SRC1 coactivator; Q15788; HEK293 GAL4-SRC1 luciferase reporter, luminescence; inhibition, % at 3.6 µM; 0.12% of 360,000 active; AID 588354;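 active = inhibition above the campaign mean plus 3 SD, with each screening campaign given its own cutoff, cut at about 60% in these data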;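 note: 0% = DMSO treated cells and 100% = gossypol at 36 µM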
NR2F2 inh = blocks human COUP-TFII nuclear receptor; P24468; 0.7% of 370,000 active; HEK293T NGFI-A luciferase reporter, luminescence; AID 686940; inhibition, % at 8.6 µM;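 active = inhibition above a per-plate cutoff, mean inhibition of test wells between control levels plus 3 SD, cut at about 38% in these data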;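 note: cells cotransfected with COUP-TFII expression vector driving the NGFI-A reporter; 0% = median of COUP-TF2 test wells and 100% = reporter-only cells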
TROY NFkB inh = TROY signaling inhibition. 0.98% of 360,000 active. Q293 LMP1-TROYcd NF-kB luciferase reporter, 4 h. AID 1347056. inhibition, % at 10 µM;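 active = compounds whose plate-normalised and pattern-corrected inhibition of the luciferase reporter signal at the single screening dose is 50% or more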
TRAIL sens C8 = sensitizes caspase-8 expressing cells to TRAIL; NB7+C8 cells + TRAIL, ATPlite viability luminescence; inhibition (viability loss, TRAIL sensitization), % at 10 µM; 1% of 360,000 active;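 active = compounds causing at least 50% loss of cell viability in the single-dose screen, relative to plate controls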
SRC2 inh = human SRC2 (NCOA2) inhibition; Q15596; HEK293 GAL4-SRC2 luciferase reporter, luminescence; inhibition, % at 9 µM; 0.17% of 370,000 active; AID 651957;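 active = inhibition above the mean inhibition of all tested compounds plus 3 SD, set per campaign, cut at about 52% in these data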;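 note: 0% = DMSO treated cells and 100% = cells given Gossypol at 36 µM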
TLR9-MyD88 block = blocks human TLR9 binding to MyD88; CHO BLA complementation TLR9-MyD88, CCF4 FRET ratio; inhibition, % at 4.98 µM; 0.21% of 340,000 active;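 active = inhibition above the mean over all tested compounds plus 3 SD, cut at about 21% in these data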;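 note: 0% = DMSO only wells and 100% = clavulanate BLA inhibitor control wells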
Target sequence (Q99836 whole entry, looked up): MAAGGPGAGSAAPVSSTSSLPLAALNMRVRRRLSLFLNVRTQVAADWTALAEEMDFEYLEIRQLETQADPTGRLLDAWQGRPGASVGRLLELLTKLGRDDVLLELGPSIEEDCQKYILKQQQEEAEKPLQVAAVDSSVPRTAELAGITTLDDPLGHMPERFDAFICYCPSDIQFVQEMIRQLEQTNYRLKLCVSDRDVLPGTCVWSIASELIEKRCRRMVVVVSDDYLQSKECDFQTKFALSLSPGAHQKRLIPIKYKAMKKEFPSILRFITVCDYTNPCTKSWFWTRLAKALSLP
Target sequence (Q9NR96 whole entry, looked up): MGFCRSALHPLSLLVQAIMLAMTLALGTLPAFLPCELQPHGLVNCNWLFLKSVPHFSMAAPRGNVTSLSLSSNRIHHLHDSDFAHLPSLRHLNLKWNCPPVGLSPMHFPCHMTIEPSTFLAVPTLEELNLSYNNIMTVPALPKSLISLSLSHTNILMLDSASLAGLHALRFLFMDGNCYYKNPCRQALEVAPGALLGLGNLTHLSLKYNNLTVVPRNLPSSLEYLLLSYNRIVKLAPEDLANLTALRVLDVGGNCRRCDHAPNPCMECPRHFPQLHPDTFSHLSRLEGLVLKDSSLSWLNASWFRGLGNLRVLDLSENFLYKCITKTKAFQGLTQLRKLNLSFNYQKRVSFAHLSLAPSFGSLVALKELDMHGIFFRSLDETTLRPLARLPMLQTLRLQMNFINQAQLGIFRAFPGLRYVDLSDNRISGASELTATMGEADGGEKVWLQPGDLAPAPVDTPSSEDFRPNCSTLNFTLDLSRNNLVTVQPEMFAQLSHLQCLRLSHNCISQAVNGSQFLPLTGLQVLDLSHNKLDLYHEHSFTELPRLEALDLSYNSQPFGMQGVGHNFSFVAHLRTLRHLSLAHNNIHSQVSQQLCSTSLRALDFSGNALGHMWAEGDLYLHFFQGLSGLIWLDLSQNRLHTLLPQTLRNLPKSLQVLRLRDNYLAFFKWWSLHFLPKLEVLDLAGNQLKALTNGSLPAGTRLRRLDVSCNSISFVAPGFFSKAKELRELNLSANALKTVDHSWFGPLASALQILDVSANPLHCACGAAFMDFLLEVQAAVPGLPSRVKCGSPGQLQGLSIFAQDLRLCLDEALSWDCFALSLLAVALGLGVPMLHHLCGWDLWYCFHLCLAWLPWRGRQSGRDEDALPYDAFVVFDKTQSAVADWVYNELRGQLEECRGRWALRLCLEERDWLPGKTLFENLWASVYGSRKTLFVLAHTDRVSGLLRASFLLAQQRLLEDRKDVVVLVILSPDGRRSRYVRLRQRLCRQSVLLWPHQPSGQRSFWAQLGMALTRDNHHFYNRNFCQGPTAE
EBV LMP1 NFkB = Epstein-Barr LMP1 NF-kappaB reporter inhibition. LMP1-induced NF-kappaB luciferase reporter cells, luminescence. inhibition, % at 12.5 µM. 0.69% of 350,000 active. AID 504558; in the data active = inhibition above about 41%;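 note: 0% = neutral control wells and 100% = reference inhibitor control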
NOD2-RIPK2 inh = inhibitors of human NOD2-RIPK2 interaction. O43353. 0.38% of 360,000 active. inhibition, % at 4.98 µM. CHO BLA complementation NOD2-RIPK2, CCF4 ratio; in the data active = inhibition above about 21%;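 note: 0% = vehicle only and 100% = reference blocker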
* hit, by the source's call; nt = no result given; & = joins results of further samples. This is a subset, so the mix of outcomes need not match the whole.

SMILES | TWEAK-Fn14 inh | SRC3 inh | LRH-1 inv ag | NCOA1 inh | NR2F2 inh | TROY NFkB inh | TRAIL sens C8 | SRC2 inh | TLR9-MyD88 block | EBV LMP1 NFkB | NOD2-RIPK2 inh
CSc1ncccc1C(=O)N1CCN(S(=O)(=O)c2ccccc2)CC1 | 27 | -12 | 4 | 12 | 2 | 6 | 3 | -22 | 1 | -4 | -7
CCOc1ccc(S(=O)(=O)NCc2ccccc2)cc1C(N)=O | 15 | 17 | 4 | -19 | 1 | 0 | -4 | -15 | 7 | -1 | -17
COc1ccc(N2CCN(C(=O)CSc3ncn[nH]3)CC2)cc1 | -10 | -15 | -5 | -15 | 10 | 3 | -6 | -30 | -6 | 8 | -1
COc1ccc(CCc2nnc(CCC(=O)NCc3ccc4ncccc4c3)o2)cc1 | -10 | -3 | -11 | -18 | 1 | -33 | -3 | -9 | 10 | 0 | -9
CCn1c(SCC(=O)NCCc2ccccc2)nnc1C(C)C | 4 | -12 | -9 | 0 | 8 | -15 | 0 | -17 | 1 | -12 | -6
COc1ccc(S(=O)(=O)N2CCOC23CCN(S(=O)(=O)c2cc(F)ccc2F)CC3)cc1 | -1 | 5 | 18 | -2 | -9 | 3 | -9 | -35 | -8 | -10 | -6
COc1cccc(C(=O)Nc2cccc(-c3ccc(N4CCOCC4)nn3)c2)c1OC | -3 | -44 | -67 | -79 | -27 | -37 | 67* | -25 | 3 | -6 | 0
CC(=O)Nc1cccc(OCC(=O)Nc2sccc2C(N)=O)c1 | 9 | -80 | -90 | -74 | -14 | -61 | 24 | -47 | 0 | -9 | -11
N#C/C(=C\Nc1ccc(F)c(Cl)c1)C(=O)C1CC1 | -5 | -10 | 1 | -14 | 18 | -10 | 1 | 12 | nt | nt | -12
COc1cccc(CSc2nc3sc(C)c(C)c3c(=O)n2Cc2ccco2)c1 | 12 | 4 | -5 | -23 | 3 | -2 | -4 | -14 | -2 | -15 | -4

Three consecutive compounds from above, for reference:
SMILES | TWEAK-Fn14 inh | SRC3 inh | LRH-1 inv ag | NCOA1 inh | NR2F2 inh | TROY NFkB inh | TRAIL sens C8 | SRC2 inh | TLR9-MyD88 block | EBV LMP1 NFkB | NOD2-RIPK2 inh
CC(=O)Nc1cccc(OCC(=O)Nc2sccc2C(N)=O)c1 | 9 | -80 | -90 | -74 | -14 | -61 | 24 | -47 | 0 | -9 | -11
N#C/C(=C\Nc1ccc(F)c(Cl)c1)C(=O)C1CC1 | -5 | -10 | 1 | -14 | 18 | -10 | 1 | 12 | nt | nt | -12
COc1cccc(CSc2nc3sc(C)c(C)c3c(=O)n2Cc2ccco2)c1 | 12 | 4 | -5 | -23 | 3 | -2 | -4 | -14 | -2 | -15 | -4

(next part)
SMILES | TWEAK-Fn14 inh | SRC3 inh | LRH-1 inv ag | NCOA1 inh | NR2F2 inh | TROY NFkB inh | TRAIL sens C8 | SRC2 inh | TLR9-MyD88 block | EBV LMP1 NFkB | NOD2-RIPK2 inh
Cc1cc2cc(CNC(=O)c3ccc(Br)o3)ccc2[nH]1 | 17 | -3 | -19 | 12 | 2 | -1 | 8 | -8 | 3 | -2 | -9
Cc1ccc(-c2nc(NCCN(C)C)c3ccccc3n2)cc1 | -32 | -62 | -23 | -37 | -13 | -115 | 18 | -57 | -1 | 0 | -14
O=C(Nc1nc2ccccc2s1)c1ccccc1[N+](=O)[O-] | -1 | -35 | -89 | -64 | -51 | -14 | 4 | -36 | -11 | -3 | -6
CC1Cc2cc(S(=O)(=O)N3CCC(C(=O)N(C)Cc4ccccc4)CC3)ccc2N1C(=O)C1CC1 (centres undefined) | -3 | -26 | 10 | -12 | 7 | 22 | 3 | 10 | -2 | 0 | -10
Cc1nc2ccccc2c(=O)n1NC(=O)c1ccccc1F | -5 | -2 | 8 | -23 | 11 | -4 | 6 | -3 | 3 | 1 | -1
CC(C)Cn1c(C(C)NC(=O)Cc2ccccc2)nc2ccccc21 (centres undefined) | 10 | -14 | -6 | -14 | 14 | -6 | -8 | 3 | -2 | 7 | -2
CCOC(=O)c1cc2c(=Cc3ccc(N(C)C)cc3)c3ccccc3n2[n+]1C | 7 | 52 | 73* | 43 | 58* | 27 | 53* | -25 | -4 | 10 | -1
COc1ccccc1OCC(=O)NNC(=O)c1ccoc1C | -15 | 5 | 12 | 1 | -2 | -8 | 10 | 17 | -10 | 7 | 3
COc1ccc(CNC(c2ccccc2)c2ccc(Cl)cc2)cc1 (centres undefined) | 10 | 1 | 29 | 9 | 0 | 8 | 1 | 5 | -13 | -5 | -3
Cc1cc(CNC(=O)C2CCC(=O)N(Cc3ccccc3F)C2)nn1C (centres undefined) | 17 | 4 | 11 | 3 | -19 | -12 | -14 | -3 | -2 | -6 | -4
CCOc1ncccc1C(=O)NNC(=O)c1ccccc1-n1cccc1 | 6 | 7 | 17 | -26 | -17 | -14 | -6 | -16 | -14 | -3 | -13
COc1cc(/C=N/N2C(=O)C3C4c5ccccc5C(c5ccccc54)C3C2=O)ccc1O (centres undefined) | 10 | 1 | 4 | 6 | -9 | 2 | 3 | 12 | -6 | -43 | -13
COc1cc(/C=N/Nc2nc(N3CCCC3)nc(N3CCCC3)n2)ccc1OCc1ccccc1F | 6 | -1 | -6 | -104 | 0 | -11 | 7 | -30 | nt | -14 | -6
Cn1c(=O)c2c(ncn2CC(=O)Nc2nc(-c3ccc(F)c(F)c3)cs2)n(C)c1=O | -4 | -2 | 10 | -12 | -19 | -5 | 5 | 4 | -4 | -3 | -13
COC(=O)C(C(=O)OC)c1ccccc1NS(=O)(=O)c1c(C)cc(C)cc1C | nt | nt | -1 | nt | -2&-3 | nt | -7 | 12&-12 | nt | nt | 3
COc1ccc(C(=O)Nc2nnc(-c3ccccc3)o2)cc1OC | 1 | 2 | 9 | -8 | 0 | -7 | -8 | -16 | -5 | -4 | 6
N#Cc1ccc(C(=O)Nc2cccc(NC(=O)c3ccco3)c2)c(F)c1 | 8 | 11 | 17 | 22 | 25 | -9 | -1 | -1 | -5 | 1 | -4
CCOc1cccc(C(=O)Nc2ccc3oc(-c4cccnc4)nc3c2)c1 | 14 | -10 | -32 | 21 | 17 | 19 | 9 | 10 | -4 | 15 | 12
O=C(CNS(=O)(=O)c1ccc(Br)cc1Cl)OCC(=O)c1ccc[nH]1 | -1 | -7 | 18 | -13 | -2 | -4 | -4 | 14 | 6 | -3 | -5
CCS(=O)(=O)c1nc2ccccc2n1CC(=O)N1CCCCC1 | -12 | -2 | 15 | -4 | -4 | 8 | -11 | 13 | -10 | -5 | -3

Record cards, as listed above. Order of screens: TWEAK-Fn14 inh | SRC3 inh | LRH-1 inv ag | NCOA1 inh | NR2F2 inh | TROY NFkB inh | TRAIL sens C8 | SRC2 inh | TLR9-MyD88 block | EBV LMP1 NFkB | NOD2-RIPK2 inh
CCOc1ncccc1C(=O)NNC(=O)c1ccccc1-n1cccc1 as listed: 6 | 7 | 17 | -26 | -17 | -14 | -6 | -16 | -14 | -3 | -13
COc1ccc(C(=O)Nc2nnc(-c3ccccc3)o2)cc1OC as listed: 1 | 2 | 9 | -8 | 0 | -7 | -8 | -16 | -5 | -4 | 6
COc1cc(/C=N/Nc2nc(N3CCCC3)nc(N3CCCC3)n2)ccc1OCc1ccccc1F as listed: 6 | -1 | -6 | -104 | 0 | -11 | 7 | -30 | nt | -14 | -6
CCOc1cccc(C(=O)Nc2ccc3oc(-c4cccnc4)nc3c2)c1 as listed: 14 | -10 | -32 | 21 | 17 | 19 | 9 | 10 | -4 | 15 | 12
CCS(=O)(=O)c1nc2ccccc2n1CC(=O)N1CCCCC1 as listed: -12 | -2 | 15 | -4 | -4 | 8 | -11 | 13 | -10 | -5 | -3

The listing continues.
SMILES | TWEAK-Fn14 inh | SRC3 inh | LRH-1 inv ag | NCOA1 inh | NR2F2 inh | TROY NFkB inh | TRAIL sens C8 | SRC2 inh | TLR9-MyD88 block | EBV LMP1 NFkB | NOD2-RIPK2 inh
Clc1cccc(CN2CCSCC2)c1Cl | 2 | -22 | 18 | -5 | -5 | 0 | -18 | -3 | -4 | -6 | -5
CCOc1ccc2oc(-c3ccccc3)c(C(N)=O)c2c1 | -3 | -25 | -24 | -18 | -16 | -13 | 2 | -35 | -7 | 10 | -2
c1ccc(COC2CCCN(Cc3nc(-c4cccs4)no3)C2)nc1 (centres undefined) | -6 | 12 | 14 | -8 | 3 | -10 | 1 | -24 | -13 | 0 | 5
COc1ccccc1CN1CC(C(=O)N2CCCCCCC2)CCC1=O (centres undefined) | 2 | 9 | -7 | 3 | -3 | -16 | -3 | -11 | -13 | -2 | -1
O=C(NC1CCCC1)c1cnc2n(c1=O)CCS2 | -8 | 3 | 13 | 7 | 3 | 4 | -2 | -10 | -4 | -32 | 4
Cc1ccc(CN2C(=O)CCC2C(=O)NCCCN2CCC(C)CC2)cc1 (centres undefined) | -18 | 3 | 7 | -34 | 9 | 13 | -1 | -35 | -6 | 50* | -4
COc1c(Cl)cc(Cl)cc1/C=N/NC(=O)c1nnn(-c2nonc2N)c1CN1CCC(C)CC1 | -13 | 3 | -8 | -10 | 11 | -9 | 23 | 3 | -22 | -10 | -6
O=C(CCc1nnc2ccc(NCc3ccc(Cl)cc3)nn12)NC1CCCCC1 | -4 | -4 | -19 | -3 | 6 | -28 | -9 | 7 | 1 | 0 | -4
Cc1cccc(C)c1NC(=O)C1(C)c2cccc[n+]2CC(=O)N1Cc1cccs1 (centres undefined) | 0 | 11 | -15 | -29 | -7 | 22 | -3 | 6 | -13 | -3 | -2
CC(=O)N1CCn2c3c(c(=O)c4cc(C)ccc42)CCC31 (centres undefined) | -16 | -28 | 1 | -27 | 2 | -37 | 2 | 9 | -4 | -11 | 5
COc1cc(S(=O)(=O)n2ccc(C)n2)c(C)cc1C | 10 | -3 | 0 | 4 | 6 | 1 | -10 | -10 | 9 | 2 | 12
COc1ccccc1C(=O)Nc1ccnn1C1CCN(C2CCSCC2)CC1 | -4 | 4 | -18 | 1 | -3 | 8 | 46 | -9 | -11 | 0 | 5
CCOc1ccc(C(=O)N/N=C/c2ccc(-c3ccc(S(=O)(=O)Nc4ncccn4)cc3)o2)cc1 | 13 | 9 | 0 | 6 | 15 | 19 | -3 | 5 | 2 | 4 | -8
O=C(C1CC(=O)N(C2CCCCC2)C1)N1CCN(c2ccccc2)CC1 (centres undefined) | -2 | 6 | -6 | -14 | 10 | 2 | 2 | -14 | -4 | -11 | -4
C=C(C)C1CC=C(C)/C(=N/NC(=O)c2cccs2)C1 (centres undefined) | -16 | -70 | -116 | -67 | -27 | -62 | 8 | -46 | -7 | -7 | 6
CCOC(=O)NC(NS(=O)(=O)c1ccccc1)(C(=O)OCC)C(F)(F)F (centres undefined) | -7 | 0 | -10 | -25 | 10 | -2 | -3 | 4 | -6 | 1 | -3
Cc1nc2ccc(S(=O)(=O)N(C)CC(=O)NCc3ccc(N(C)C)cc3)cc2s1 | -1 | -3 | -9 | -9 | 12 | 19 | 9 | -30 | 1 | 4 | -2

Bioassay records as filed in PubChem.
